# Source: PubChem BioAssay (National Center for Advancing Translational Sciences (NCATS))
# KDM5B inh = KDM5B demethylase inhibition. KDM5B demethylase, FDH-coupled NADH fluorescence (FDH is formaldehyde dehydrogenase). Potency, µM (highest dose often 57.7 µM), for the others: top-dose activity change, negative = inhibition, usual class: inhibitors. 220,000 tested, 2.6% active. AID 1347165; active means well fitted inhibition curve with a large enough effect; inconclusive means small, poorly fitted or top-dose-only effect; inactive means no such curve, though single readings can be large or run the other way; further: 0% is about no effect; nearly all actives have a fitted effect of over 70% in size
# Target sequence (Q9UGL1 whole entry, looked up): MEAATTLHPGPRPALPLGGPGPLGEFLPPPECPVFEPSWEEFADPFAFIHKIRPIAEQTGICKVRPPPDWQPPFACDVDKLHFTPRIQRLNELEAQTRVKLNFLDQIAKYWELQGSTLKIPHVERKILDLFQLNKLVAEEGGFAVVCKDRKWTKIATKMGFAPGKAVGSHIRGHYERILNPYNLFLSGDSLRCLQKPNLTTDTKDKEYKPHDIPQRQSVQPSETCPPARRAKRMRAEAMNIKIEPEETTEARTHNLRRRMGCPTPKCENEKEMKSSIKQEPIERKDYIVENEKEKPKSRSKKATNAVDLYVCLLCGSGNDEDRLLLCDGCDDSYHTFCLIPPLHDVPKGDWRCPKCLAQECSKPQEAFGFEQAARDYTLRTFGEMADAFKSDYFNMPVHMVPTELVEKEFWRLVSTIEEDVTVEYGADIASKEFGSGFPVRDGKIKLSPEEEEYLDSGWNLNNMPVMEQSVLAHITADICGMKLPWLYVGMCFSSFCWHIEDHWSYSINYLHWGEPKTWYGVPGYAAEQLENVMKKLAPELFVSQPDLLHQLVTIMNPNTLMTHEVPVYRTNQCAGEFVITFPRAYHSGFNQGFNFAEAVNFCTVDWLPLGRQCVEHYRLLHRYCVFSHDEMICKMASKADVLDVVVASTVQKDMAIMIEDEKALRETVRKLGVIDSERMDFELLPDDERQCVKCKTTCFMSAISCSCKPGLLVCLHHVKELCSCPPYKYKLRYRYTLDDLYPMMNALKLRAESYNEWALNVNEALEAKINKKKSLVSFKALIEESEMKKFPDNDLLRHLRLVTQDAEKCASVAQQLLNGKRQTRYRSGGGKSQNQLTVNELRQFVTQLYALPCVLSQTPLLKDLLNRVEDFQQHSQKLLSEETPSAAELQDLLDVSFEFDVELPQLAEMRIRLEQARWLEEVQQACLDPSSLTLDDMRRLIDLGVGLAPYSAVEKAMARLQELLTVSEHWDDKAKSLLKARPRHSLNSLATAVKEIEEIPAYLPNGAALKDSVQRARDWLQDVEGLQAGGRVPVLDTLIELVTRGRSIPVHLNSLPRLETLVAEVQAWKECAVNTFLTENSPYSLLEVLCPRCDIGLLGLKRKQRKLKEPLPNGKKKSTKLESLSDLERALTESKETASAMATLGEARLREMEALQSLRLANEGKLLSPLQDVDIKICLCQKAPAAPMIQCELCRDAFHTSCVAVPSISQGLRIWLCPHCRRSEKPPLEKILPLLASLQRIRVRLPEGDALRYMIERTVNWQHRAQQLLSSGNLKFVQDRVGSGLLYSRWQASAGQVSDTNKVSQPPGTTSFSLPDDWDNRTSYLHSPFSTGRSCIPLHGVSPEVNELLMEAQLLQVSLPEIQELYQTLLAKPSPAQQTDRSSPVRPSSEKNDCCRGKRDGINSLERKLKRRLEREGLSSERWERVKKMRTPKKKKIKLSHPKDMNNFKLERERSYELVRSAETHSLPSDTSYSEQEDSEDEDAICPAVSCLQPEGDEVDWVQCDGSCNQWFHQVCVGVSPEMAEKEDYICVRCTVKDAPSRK
#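 Compound dilutions met 200 nM (final) KDM5BΔAP for 10 min at room temperature before substrate addition. The substrate mix held 12.5 µM H3K4me3 with cofactors 25 µM α-ketoglutarate and 50 µM Fe²⁺. NADH signal gain over 30 min defined activity.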
# Active calls of the source: *; ? = inconclusive; [ ] = another dose, or the depositor's remark. Potency means the concentration at half of the fitted maximal effect. An excerpt, so the mix of outcomes need not match the whole.
SMILES,KDM5B inh
CCOc1ccccc1Oc1coc2cc(OCC(=O)NCC3CCC(C(=O)O)CC3)ccc2c1=O (configuration not stated),12%
CCc1cccc2c(C(=O)O)cc(-c3ccccn3)nc12,32%[activator]
COc1ccc(-c2[nH]ncc2C(=O)NC2CCCc3c2[nH]c2ccccc32)cc1 (configuration not stated),?
COc1ccccc1-c1n[nH]c2c1CC(=O)N(Cc1ccccc1)C2,?
CCCc1cc(=O)oc2c(C)c(OCC(=O)NCCCN(C)C)ccc12,?
CC(C)NC(=O)CCNC(=O)N1CCn2c1nc1ccccc12,8%
O=C(NC1CCCCC1)O[C@@H]1CO[C@H]2[C@@H]1OC[C@@H]2NC(=S)Nc1cccc2ccccc12,?
CCn1ccc2cc(S(=O)(=O)N3CCCN(C(=O)Nc4ccc(C)c(F)c4)CC3)ccc21,?
CN(Cc1cnc(N)nc1)C(=O)C(c1cccc(F)c1)N(C)C (configuration not stated),-13%
O=C(c1ccc(Cl)cc1)N1CCn2c(nn(-c3cccc(Cl)c3)c2=O)C1,15%[115 µM]
NC(=S)N/N=C/c1ccccc1Cl,-6%
NC(=O)NCC(=O)N[C@H]1CC[C@H](Nc2nccc(-c3ccncc3)n2)C1,?
Cc1cc(S(=O)(=O)NCC(c2ccco2)S(=O)(=O)c2cccs2)ccc1F (configuration not stated),?
COC[C@@H]1CN(S(=O)(=O)c2ccccc2C)C[C@H]1c1ccncc1,4%
O=C(NCc1ccccc1Cl)c1ccc(Nc2nc3ccccc3n3nnnc23)cc1,19%
CCCS(=O)(=O)NCC1Cn2cccc2C(=O)N1C (configuration not stated),-25%
CC(C)CN1CCc2nc(N3CCN(C)CC3)ncc2C1,-23%
CC(=O)Nc1ccc(NC(=O)c2cc(=O)c(OCc3ccccc3F)co2)cc1,15%
O=C1Nc2ccc(-c3cccs3)cc2C(=O)N2CC[C@H](NS(=O)(=O)c3cccs3)[C@@H]12,?
CCOCCn1c(=O)[nH]c2cc(C(=O)N(C)CCc3noc(C)n3)ccc21,36%
COc1cc(Cl)c(C)cc1NC(=O)CSc1nnc(CN2CCCC2)n1-c1ccccc1,-7%
CCCN(CC1CCOC1)C(=O)c1c(F)cccc1F (configuration not stated),-2%
COC[C@@H]1CN(Cc2ccc(OC)cc2)C[C@H]1C(=O)N(C)C,-16%
Cc1ccc(F)c(NC(=O)c2nn(C)cc2Br)c1,10%
CCCCn1nc(C(=O)NCCNS(=O)(=O)c2cc(C)ccc2C)c2ccccc2c1=O,-10%
O=C1CO[C@H]2CCN(Cc3ccc4c(c3)CCO4)CC[C@@H]2N1Cc1ccccc1,?
Cn1cc(C(=O)NCCc2ccccc2)c(=O)c2cc(S(=O)(=O)N3CCCCCC3)ccc21,?
C[C@]1(CO)[C@H]2Cc3sc(NC(=O)C4CCCCC4)nc3[C@@H](CC(=O)N3CCOCC3)[C@]2(C)CC[C@H]1O,-1%
CC(C)NC(=O)CN1CCCN(c2ncccc2C(F)(F)F)CC1,?
COc1ccccc1N1CCN(S(=O)(=O)c2cn(C)nc2C)CC1,-24%

# A different layout for four compounds above.
> Cc1cc(S(=O)(=O)NCC(c2ccco2)S(=O)(=O)c2cccs2)ccc1F (configuration not stated)
  KDM5B inh: ?

> COC[C@@H]1CN(S(=O)(=O)c2ccccc2C)C[C@H]1c1ccncc1
  KDM5B inh: 4%

> O=C(NCc1ccccc1Cl)c1ccc(Nc2nc3ccccc3n3nnnc23)cc1
  KDM5B inh: 19%

> CCCS(=O)(=O)NCC1Cn2cccc2C(=O)N1C (configuration not stated)
  KDM5B inh: -25%

# Other structures follow.
SMILES,KDM5B inh
N#C/C(=N\Nc1ccccc1)C(N)=S,6%
CCOc1ccc(CCNC(=O)CCNC(=O)c2ccco2)cc1OCC,8%
O=C(c1ccsc1)N1CCCN(c2cc(-c3ccc(Cl)cc3)[nH]n2)CC1,?
Cc1cccc(-c2cc(Nc3ccc(C(=O)N(C)Cc4ccccc4)cc3)ncn2)c1,?
Cc1noc(-c2cccn3c(CNC(=O)c4ccccc4C)nnc23)n1,28µM*
CCOC(=O)c1ccccc1NC(=O)Cn1cccc1-c1nc(-c2ccc(F)cc2)no1,-13%
CC(=O)Nc1ccc(CNC2(Cc3cc(-c4ccccn4)on3)COC2)cc1,9%[86.2 µM]
CN(C)c1ccc(-c2ccc3ccccc3n2)cc1,?
O=C(CCn1ncc(=O)c2ccccc21)N1CCCC1c1ccc2c(c1)OCCCO2 (configuration not stated),-6%
O=C(c1ccccn1)N(Cc1cc2ccccc2[nH]c1=O)C1CCCCC1,4%
Cc1ccc(NC(=O)Cn2cc(S(=O)(=O)NC(C)C)c(S(=O)(=O)NC(C)C)c2)cc1Cl,11%[11.5 µM]
Cc1ccc(S(=O)(=O)CCc2ccccc2Cl)cc1C,-14%
COc1ccc(Br)cc1/C=C1\Oc2cc(OS(C)(=O)=O)ccc2C1=O,-10%
C#CCNC(=O)[C@@H]1Cc2cn(Cc3c(C)noc3C)c3cccc(c23)[C@H](CC(C)C)N1,?
COC(=O)c1ccc(OCC2c3cc(OC)c(OC)cc3CCN2C(=O)Cc2ccc(OC)c(OC)c2)cc1 (configuration not stated),-10%
COc1ccc(Cn2c(CCC(=O)Nc3ccc(OC)c(Cl)c3)nc3cccnc32)cc1,-25%
CN(c1ccccc1)c1ccc(C(=N)N)cc1,-1%
Cc1ccc(C2NC(=O)N(CC(=O)Nc3ccc(Br)cc3F)C3=C2C(=O)OC3)cc1 (configuration not stated),-13%
CCn1c(CN2CCC(C)CC2)nc2cc(NC(=O)COc3ccc(C)cc3)ccc21,12%
CCNC(=O)CNC(=O)Cn1c(-c2ccccc2)cc2ccccc21,?
CCN1C(=O)c2ccccc2Sc2ccc(NC(=O)Nc3ccccc3OC)cc21,-26%
COc1cccc(CN2CCn3c(nnc3[C@@H]3C[C@@H](O)CN3C)C2)c1OC,?
Cc1cc(C)c2c(=O)[nH]c(SCC(=O)c3ccccc3)nc2n1,18%
CCc1cccc(NC(=O)Cn2nc(-c3cc(C)ccc3C)ccc2=O)c1,-30%
Cc1ccc(C)c(CN2C[C@@H]3C(=O)N(C)C(=O)[C@@H]3C2)c1,32%
COc1ccc(N2CCN(C(=O)c3cc4c(s3)CN(C3CCCC3)C4)CC2)cc1,?
Cc1cccc(CCNC(=O)c2ccc3c(c2)nc2n3CCOC2)c1,0%
O=C1Nc2ccccc2CC12CCN(C1COC1)C2 (configuration not stated),13%[149 µM]
Cc1ccccc1-c1nnn(Cc2ncc(-c3ccccc3)o2)n1,-4%
O=S(=O)(c1cccc2nsnc12)n1cccn1,?
Cc1ccc(-c2nc(-c3nnn4c3COC(c3ccc(Cl)cc3)C4)no2)s1 (configuration not stated),36%[activator]
CCNc1cc(N2CCC(CCC(=O)Nc3cccc(OC)c3)CC2)ncn1,-12%
CCCc1noc(-c2cn(C3CCN(C(=O)c4ccc(OC)cc4)CC3)nn2)n1,-10%
O=C(O)Cn1cc(C(C(=O)O)N2CCN(Cc3ccccc3)CC2)c2ccccc21 (configuration not stated),-11%
NC(=O)c1cn[nH]c1NCc1cccnc1,24%
CSc1ccccc1C(=O)NC1CCSc2ccccc21 (configuration not stated),4%
Cc1ccc(CCNC(=O)c2sc3ncccc3c2-n2cccc2)cc1,-19%
O=C(c1ccccc1F)N1CCc2nc(-c3ccccc3)nc(-c3ccc(Cl)cc3)c2C1,-5%
O=C(NCc1ccc(F)cc1)C(=O)NCC(c1cccs1)S(=O)(=O)c1cccs1 (configuration not stated),-13%
O=C(CCSc1nc(-c2ccc3c(c2)OCO3)cc(C(F)(F)F)n1)N1CCCC1,4%
CC(CNC(=O)c1ccc(CSc2nc3ccncc3n2Cc2ccc(F)cc2)cc1)c1ccccc1 (configuration not stated),-18%
N#Cc1ccsc1NC(=O)CSc1ccc2c(c1)OCCCO2,17%
O=C(Nc1cccc(Cl)c1)C1CC(c2ccccc2)=NO1 (configuration not stated),-16%
Cc1ccc(Cn2c(C(=O)O)c(CNC3CCCC3)c3ccc(C)cc32)cc1,-19%
O=C(NC1CC1)c1cc(C2CC2)nc2onc(C3CCNCC3)c12,?
COc1ccc(-c2cn3c(n2)CO[C@@H](CNC(=O)C2CCCC2)C3)cc1,?
Cc1ccc(S(=O)(=O)N/N=C/c2sccc2C)cc1[N+](=O)[O-],-25%
O=C(O)c1ccccc1C(=O)NC1=NN(c2ccccc2)CC1,1%
O=C(c1ccccn1)N1CCC2(CNS(=O)(=O)c3cnccc3O2)C1 (configuration not stated),3%[115 µM]
CC(C)CC(=O)N1CCCCCC1CN1CCC(C)CC1 (configuration not stated),?
COc1ccc(N(Cc2cc3ccccc3[nH]c2=O)S(C)(=O)=O)cc1,-4%
Cc1cccc(N(C)C(=O)C2CCN(S(=O)(=O)c3cccc4nonc34)CC2)c1,-15%
Cc1ccccc1CN1CCN(CC(=O)NCc2ccccc2Cl)C1=O,-2%
CCOC(=O)c1[nH]c(C)c(CCC(=O)Nc2cc(C)ccc2OC)c1C,-14%
CN(Cc1ccccc1)S(=O)(=O)c1ccc(N2CCCC2=O)cc1,36%
CC(C)CC(=O)N1CC(=O)Nc2ccc(F)cc2C1c1ccccc1 (configuration not stated),13%
CCCCS(=O)(=O)N1CCc2nn(CCOC)c(=O)n2CC1,-7%
COc1ccc(CN2C(=O)COC[C@@H]2[C@H](O)c2ccc(NC(C)=O)cc2)cc1,-13%[86.2 µM]
O=C1CCC2(CCNCC2)CCN1Cc1ccccc1,-11%
CCC(C(=O)Nc1cc(OC)cc(OC)c1)n1c(=O)[nH]c2ccccc2c1=O (configuration not stated),7%
# Other compounds follow:
SMILES,KDM5B inh
COc1cccc(NC(=O)CNC(=O)c2ccc(OC)c(OC)c2)c1,2%
O=C(C[C@@H]1O[C@H](CNS(=O)(=O)c2ccccc2)[C@@H](O)[C@H]1O)Nc1ccccc1,33%[activator][86.2 µM]
Cc1cc(C)cc(S(=O)(=O)N2CCC(C(=O)NCCc3csc(C)n3)CC2)c1,14%
COc1ccc(S(=O)(=O)c2nnn(-c3ccccc3F)c2C)cc1,?
CCCc1cc(CN(C)C(=O)C2CC(=O)N(c3ccc(C(C)C)cc3)C2)[nH]n1 (configuration not stated),-26%
CN(C)Cc1nc2c(c(=O)[nH]1)C(C)(C)Cc1ccccc1-2,9%
CCc1cccc(NC(=O)Cn2c(=O)n(CC3CCC(C(=O)NCCc4ccccc4)CC3)c(=O)c3ccccc32)c1 (configuration not stated),-24%
CC(C)CC(=O)NC(=S)Nc1ccc(N2CCN(C(=O)c3cccs3)CC2)cc1,-11%
O=C1CC(c2noc(-c3ccccc3F)n2)CN1C1CCCCC1 (configuration not stated),8%
O=C(C1CCCC1)N1CCC(c2nc(-c3ccc4nc[nH]c4c3)no2)CC1,4%
Cn1nc(C(=O)N2CC[C@@](C)(O)[C@@H](O)C2)cc1-c1cccs1,8%
Cc1cc(C)cc(NC2=N[C@H]3[C@@H](O)[C@H](O)C[C@H](C(=O)NCc4cccs4)[C@H]3S2)c1,-9%[86.2 µM]
Cc1cccc(OC(=O)c2ccccc2Cl)c1C,1%
CC(C)CC(NC(=O)COc1ccccc1)C(=O)N(C)C (configuration not stated),-6%
COc1ccc(C2=C(O)C(=O)N(Cc3cccnc3)C2c2ccccc2F)cc1 (configuration not stated),-13%

# Quoted from the listing, 6 compounds:
SMILES,KDM5B inh
CC(C)CC(=O)N1CCCCCC1CN1CCC(C)CC1 (configuration not stated),?
COc1ccc(N(Cc2cc3ccccc3[nH]c2=O)S(C)(=O)=O)cc1,-4%
Cc1cccc(N(C)C(=O)C2CCN(S(=O)(=O)c3cccc4nonc34)CC2)c1,-15%
Cc1ccccc1CN1CCN(CC(=O)NCc2ccccc2Cl)C1=O,-2%
CCOC(=O)c1[nH]c(C)c(CCC(=O)Nc2cc(C)ccc2OC)c1C,-14%
CN(Cc1ccccc1)S(=O)(=O)c1ccc(N2CCCC2=O)cc1,36%

# Next part.
SMILES,KDM5B inh
COc1ccc(C(=O)NCCn2ccn3nc(-c4ccc(C)cc4C)cc3c2=O)c(C)c1,?
COc1ccccc1CNc1nc(-c2ccco2)nn1S(=O)(=O)c1ccc(Cl)cc1,?
Cc1ccc(S(=O)(=O)N(CC(=O)NCc2ccncc2)c2ccc(Cl)c(C(F)(F)F)c2)cc1,6%
Cc1ccc(/C=C/c2onc(C)c2S(=O)(=O)N2CCC(C(=O)NCc3ccco3)CC2)cc1,?
O=C(CCc1nc2ccccc2[nH]1)N1CCC(c2noc(-c3ccccn3)n2)C1 (configuration not stated),-22%
Cc1cc(C)cc(OCC(O)CN2CCN(C(=O)c3ccco3)CC2)c1 (configuration not stated),7%
CC(C)(C)CC(=O)C(C#N)C(=O)NCc1ccccc1 (configuration not stated),-2%
CN(c1ccccc1)c1cc(=O)c2ccnc(NC3CCOCC3)c2o1,-3%[86.2 µM]
COc1ccccc1CNC(=O)Cn1c(=O)ccc2cc(S(=O)(=O)N3CCC(C)CC3)ccc21,?
CCCc1ccc(/C(C)=N/NC(=O)C2CC2c2ccccc2)cc1 (configuration not stated),20%
C[C@H](c1ccccc1)N1C(=O)[C@@H]2CN(C(=O)CC(C)(C)C)CCN2C1=O,-14%[86.2 µM]
COc1ccc(CNC(=O)C2CCN(c3cc(C(F)(F)F)nc(C)n3)CC2)cc1,-17%
COc1ccc(Cl)cc1-c1ncc2c(n1)OCCN(c1ccccc1)C2=O,28µM*
COc1ccc(NC(=O)CC2C(=O)N(c3cccc(OC)c3)C(=O)N2Cc2ccc3c(c2)OCO3)cc1 (configuration not stated),-8%
CNc1c(NC(=O)Cc2cccs2)c(=O)oc2ccccc12,9%
